LYPLA2 inh = LYPLA2 inhibitors, primary screen, counter-screen for PME1 inhibitor project, biochemical, fluorescence polarization, FP-Rh probe ABPP; recombinant LYPLA2; inhibition, % at 5.9 µM; 0.38% of 320,000 active; Acyl-protein thioesterase 2 (Homo sapiens), O95372; AID 2177, 2009;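 active = inhibition above the screen-wide mean plus 3 SD, limit set per campaign, cut at about 26% in these data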;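 note: 0% = LYPLA2 with DMSO and 100% = wells lacking LYPLA2 enzyme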
Target sequence (O95372 whole entry, looked up): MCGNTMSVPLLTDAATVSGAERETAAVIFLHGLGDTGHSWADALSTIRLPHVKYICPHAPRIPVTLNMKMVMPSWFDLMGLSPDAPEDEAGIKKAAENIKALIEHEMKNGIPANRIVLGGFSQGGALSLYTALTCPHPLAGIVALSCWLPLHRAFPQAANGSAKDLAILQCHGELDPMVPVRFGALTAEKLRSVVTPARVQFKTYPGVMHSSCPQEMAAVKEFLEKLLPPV
TPT1 inhibitor = Candida albicans TPT1 enzyme inhibitors, primary screen, biochemical, fluorescence polarization | AID 1962, 2009 | tRNA 2'-phosphotransferase TPT1 (Candida albicans SC5314) | recombinant caTPT1, FP RNA substrate dephosphorylation | inhibition, % at 5 µM | 0.81% of 300,000 active;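 active = inhibition above the mean of all tested compounds plus 3 SD, set per screening campaign, cut at about 24% in these data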;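 note: plate controls were DMSO alone for no effect and ferristatin control at 100 nM for full effect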
Fh CTSL1 inh = Fasciola hepatica cathepsin L1 inhibitors, primary screen, counter-screen for PFM18AAP inhibitor project, biochemical, QFRET, fluorogenic peptide substrate; AID 1906, 2009; inhibition, % at 5.96 µM; recombinant F. hepatica cathepsin L1, Z-Leu-Arg-MCA fluorescence; 0.49% of 300,000 active;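 active = inhibition above the mean of all tested compounds plus 3 SD, set per screening campaign, cut at about 17% in these data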;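 note: 0% = plate median of test compound wells and 100% = 1 µM Z-Phe-Ala-diazomethylketone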
PP5 inh = PP5 phosphatase inhibitors, primary screen, biochemical, fluorescence | Serine/threonine-protein phosphatase 5 (Homo sapiens), P53041 | purified PP5c, OMFP substrate fluorescence | inhibition, % at 6.7 µM | 0.18% of 320,000 active;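 active = inhibition above the campaign's mean inhibition across all tested compounds plus 3 SD, cut at about 9.5% in these data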;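 note: 0% = DMSO only and 100% = 100 µM cantharidin control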
Target sequence (P53041 whole entry, looked up): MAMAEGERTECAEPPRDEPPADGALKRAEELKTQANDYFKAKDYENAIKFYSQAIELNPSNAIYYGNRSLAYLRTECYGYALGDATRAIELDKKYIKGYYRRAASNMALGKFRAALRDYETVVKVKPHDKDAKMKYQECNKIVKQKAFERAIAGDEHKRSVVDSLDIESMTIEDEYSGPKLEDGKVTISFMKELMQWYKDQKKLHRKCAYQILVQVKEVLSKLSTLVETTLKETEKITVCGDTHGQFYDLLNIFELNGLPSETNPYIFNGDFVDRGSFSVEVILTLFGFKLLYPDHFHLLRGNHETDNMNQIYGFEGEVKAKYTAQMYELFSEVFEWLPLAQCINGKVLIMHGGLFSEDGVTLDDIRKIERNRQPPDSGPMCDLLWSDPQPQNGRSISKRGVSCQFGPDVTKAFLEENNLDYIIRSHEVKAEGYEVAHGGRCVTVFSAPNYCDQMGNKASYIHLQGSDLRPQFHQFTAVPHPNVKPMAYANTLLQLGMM
core dimer inh = inhibitors of HCV core protein dimerization, primary screen, biochemical, TR-FRET, high-throughput. AID 1899, 2009. TR-FRET GST/Flag-core106 dimerization, 1536-well. 0.33% of 300,000 active. inhibition, % at 5 µM;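 active = inhibition above the mean of all tested compounds plus 3 SD, set per screening campaign, cut at about 45% in these data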
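Assay system – GST-tagged and Flag-tagged HCV core protein residues 1-106 · Quantity – core106 proteins, GST 13.5 nM and Flag 17 nM · Benchmarks – unlabelled core106 and no-GST-core106 wells · Read-out basis – percent inhibition of core106 dimerization signal · Detection – time-resolved FRET, ex 340 nm, em 617 and 671 nm · Schedule – 4 h at 22.5 °C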
PP1 inh = PP1-alpha phosphatase inhibitors, primary screen, counter-screen for PP5 inhibitor project, biochemical, fluorescence, OMFP substrate, single point | Serine/threonine-protein phosphatase PP1-alpha catalytic subunit (Homo sapiens), P62136 | purified PP1alpha | inhibition, % at 6.7 µM | 0.9% of 320,000 active;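 active = inhibition above the mean inhibition of all tested compounds plus 3 SD, computed separately for each screening campaign, cut at about 15% in these data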
Target sequence (P62136 whole entry, looked up): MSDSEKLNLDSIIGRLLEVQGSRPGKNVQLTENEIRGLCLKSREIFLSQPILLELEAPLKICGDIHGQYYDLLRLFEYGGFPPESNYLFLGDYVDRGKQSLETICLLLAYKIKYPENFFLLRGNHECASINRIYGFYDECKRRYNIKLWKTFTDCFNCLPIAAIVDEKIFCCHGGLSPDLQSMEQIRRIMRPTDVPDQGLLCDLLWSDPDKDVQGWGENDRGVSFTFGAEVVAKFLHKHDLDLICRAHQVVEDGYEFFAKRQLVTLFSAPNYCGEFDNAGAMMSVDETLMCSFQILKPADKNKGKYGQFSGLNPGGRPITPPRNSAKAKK
PREPL inh = PREPL enzyme inhibitors, primary screen, biochemical, fluorescence polarization. AID 2751, 2010. Prolyl endopeptidase-like (Homo sapiens), Q4J6C6. 0.68% of 320,000 active. recombinant PREPL, fluorescence polarization activity-based probe. inhibition, % at 5.96 µM; in the data active = inhibition above about 43%;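 note: 0% = enzyme with DMSO and 100% = wells lacking enzyme; many of its hits are not listed in these tables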
Efflux pump mplx = inhibitors of Candida efflux pumps in yeast, primary screen, S. cerevisiae, Nile Red, multiplex; S. cerevisiae Candida pump triplex; inhibition, % at 10 µM; 0.44% of 330,000 active; AID 485275, 2010;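 active = plate passing quality check with inhibition over a set limit, or well fluorescence over plate mean plus 4 SD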;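 note: Nile Red retained in pooled yeast measured as flow cytometry median fluorescence; 0% = buffer negative control and 100% = Enniatin B positive control; higher means more Nile Red kept so more efflux inhibition; some compounds called inactive have numbers as strong as hits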
JMJD2C inh = inhibitors of GASC-1 histone demethylase, primary screen, biochemical, fluorescence, DELFIA europium; GST-JMJD2C(1-420) H3K9me3 demethylation; inhibition, % at 2.35 µM; 0.069% of 330,000 active;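 active = more than half of a compound's replicate wells show inhibition beyond 50%, single wells judged on their own value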;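 note: signal counts dimethyl H3K9 product captured on neutravidin plate; 0% = median of DMSO wells and 100% = 0.3 times that DMSO median; strong numbers were not always called active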
Starred values were filed as active, the others as inactive; x = no result given; & = joins results of further samples. These rows are one share of the data. The share of hits here may be higher or lower than overall.

Under each structure: LYPLA2 inh	TPT1 inhibitor	Fh CTSL1 inh	PP5 inh	core dimer inh	PP1 inh	PREPL inh	Efflux pump mplx	JMJD2C inh
1	Cc1c(N)cc[n+](CC(=O)c2ccccc2)c1C
→ 2.9	-4.9	0.6	-0.7	-2.6	-5.7	-0.5	-0.1	3.2
2	Cc1cccc(NC(=O)CSc2cc(C)c(C#N)c3nc4ccccc4n23)c1
→ 5.1	1.6	-0.8	1.4	0.2	-4.9	3.4	0.3	7.5
3	CC1=C(C(=O)Nc2ccccn2)C(c2cn(C)nc2C)C2=C(CCCC2=O)N1 (stereo not given)
→ -1.1	-5.9	-0.8	0.7	3.0	-1.1	0.0	-0.1	-0.8
4	CCOC(=O)CC1C(=O)NCCN1S(=O)(=O)c1ccc(OC)cc1 (stereo not given)
→ 5.9	-0.1	-2.3	1.8	-5.6	0.1	-1.5	-0.1	24.2
5	CC[N+](CC)(CC)CCC(O)(c1ccccc1)C1CCCCC1 (stereo not given)
→ 1.1	-4.4	-2.9	-2.1	2.4	0.5	15.6	0.0	x
6	Cc1ccccc1CN1CCN(C(=O)CC(C)C)CC1
→ 5.4	-0.4	-1.5	2.7	3.9	0.7	0.2	0.3	-2.1
7	COc1ccccc1N1CCN(S(=O)(=O)c2cn(C)cn2)CC1
→ -13.1	-0.5	-2.2	0.4	-0.4	1.1	0.1	0.1	3.5
8	COc1ccc(Cl)c2c1[nH]c1nc(SCc3cccnc3)nnc12
→ -6.1	1.3	-3.0	-1.2	1.5	-1.6	1.8	0.0	17.5
9	O=C(Nc1ccccc1NC(=O)c1c(F)cccc1F)c1c(F)cccc1F
→ -3.9	0.0	3.1	2.9	1.3	2.2	11.5	0.1	7.7
10	COc1ccccc1C(=O)Nc1ccon1
→ 3.5	1.9	-3.8	1.5	0.9	-0.8	8.8	-0.1	-7.5
11	COc1ccc(NC(=S)N2CCOCC2)c(OC)c1
→ -2.1	-3.2	1.1	1.0	-1.1	0.1	-0.8	0.1	-0.2
12	COc1ccccc1C(=O)NC(=S)Nc1ccc(NC(=O)c2cccs2)cc1
→ -3.5	0.1	1.2	-1.8	15.5	-4.6	-5.8	-0.1	0.8
13	Cc1c(Br)c([N+](=O)[O-])nn1CC(=O)N1CCN(C23CC4CC(CC(C4)C2)C3)CC1
→ 27.3*	-4.5	-0.3	1.4	-1.7	-0.7	19.9	-0.3	0.9
14	N#CCN1CCC(c2cc(-c3ccco3)n[nH]2)CC1
→ 7.3	-27.2	3.6	2.0	-4.7	2.2	32.7	-0.1	42.8
15	CCOC(=O)c1oc2ccc(CNC3CCCCC3)c(Cl)c2c1C
→ 13.4	0.1	-0.1	4.8	3.0	3.9	1.0	0.3	-10.5
16	Cc1ccc(NC(=O)Cn2c(=O)n(Cc3ccco3)c(=O)c3ccccc32)c(C)c1
→ -4.5	1.1	8.6	1.7	4.2	-0.6	15.5	0.3	-22.9
17	CN(C(=O)/C=C/c1ccccc1)C1CCCCC1
→ 0.5	2.0	2.0	1.1	2.3	-1.3	0.3	-0.1	-5.4
18	CCCOc1ccc(C(=O)Nc2ccc(N3CCN(C(C)=O)CC3)cc2)cc1
→ -11.9	-1.4	-3.3	-2.9	-4.0	-2.9	3.6	0.2	-0.9
19	Cc1nn(CCCC(=O)Nc2cccnc2)c(C)c1[N+](=O)[O-]
→ 3.7	-3.0	-2.1	1.1	-2.8	-2.1	3.8	0.0	1.1
20	Cc1cc(O)c(C(C)C)cc1N=C1CSC(=O)N1
→ 4.1	-23.9	-4.3	-1.5	1.2	2.3	1.4	0.0	-0.3

Just Fh CTSL1 inh, core dimer inh and PP5 inh, for 2 of the compounds above:
nr | Molecule | Fh CTSL1 inh | core dimer inh | PP5 inh
13 | Cc1c(Br)c([N+](=O)[O-])nn1CC(=O)N1CCN(C23CC4CC(CC(C4)C2)C3)CC1 | -0.3 | -1.7 | 1.4
14 | N#CCN1CCC(c2cc(-c3ccco3)n[nH]2)CC1 | 3.6 | -4.7 | 2.0

(further entries)
Under each structure: LYPLA2 inh	TPT1 inhibitor	Fh CTSL1 inh	PP5 inh	core dimer inh	PP1 inh	PREPL inh	Efflux pump mplx	JMJD2C inh
21	Cc1cccc(OCC(=O)NCC(=O)N/N=C/c2ccc(O)cc2O)c1
→ 2.1	-1.2	-4.7	0.5	-3.5	-2.6	12.7	-0.2	10.2
22	CC1CN(C(=O)c2ccccc2Oc2ccccc2)CC(C)O1 (stereo not given)
→ 3.3	-3.1	-2.3	1.5	-0.8	1.7	1.5	0.0	14.7
23	COc1cccc(C(=O)N2CCN(C(=O)C3CCCO3)CC2)c1 (stereo not given)
→ 7.1	x	x	3.3	x	-3.0	18.4	-0.1	x
24	COc1ccc2nc(SCC(=O)NC(C)C)[nH]c2c1
→ -2.1	1.1	-0.7	2.6	-4.8	-0.5	-3.7	0.2	-15.2
25	Cc1c(NC(=O)C(C)OC(=O)CC2Sc3ccccc3NC2=O)c(=O)n(-c2ccccc2)n1C (stereo not given)
→ 12.1	3.1	-57.5	0.4	-5.5	-3.0	2.3	0.1	-19.3&7.7
26	NCCCC[C@@H](C(=O)N1CCNCC1)n1cc([C@@H](N)CO)nn1
→ 1.4	-4.2	-2.7	0.3	-3.0	1.8	-9.2	-0.1	-3.0
27	Cc1cc(C)nc(NS(=O)(=O)c2ccc(NC(=O)c3ccc(N4C(=O)CCC4=O)cc3)cc2)n1
→ 3.0	-3.3	-3.2	2.9	-14.3	1.6	9.0	-0.4	-4.0
28	Cc1ccc2c(C)c(C(=O)N(Cc3ccccc3)C3CCS(=O)(=O)C3)oc2c1 (stereo not given)
→ -0.1	-1.4	7.4	2.5	6.4	5.5	8.7	0.1	4.9
29	O=C(NCC(=O)N(c1cccnc1)C(C(=O)NC1CCCC1)c1cccs1)c1cccs1 (stereo not given)
→ 0.2	-0.3	-4.4	0.5	-6.6	-12.5	3.8	0.3	-21.3
30	NC(=O)CN(C/C=C/c1ccccc1)C/C=C/c1ccccc1
→ 3.4	2.3	6.3	-4.7	6.5	-2.6	-46.5	0.1	-2.1
31	O=C(CNC(=O)c1cccs1)Nc1ccncc1
→ -3.0	-1.4	-1.7	-1.4	0.1	-5.2	-4.9	0.1	-5.0
32	COc1cccc(-c2cc3nc4c(c(NCC(C)(C)CN(C)C)n3n2)CCCC4)c1
→ 7.4	-2.5	-1.1	2.6	-3.0	2.4	30.6	0.0	-13.0
33	CCN(CC)CCC(c1cc(OC)c(OC)c(OC)c1)c1c(OC)cc(OC)c2ccc(=O)oc12 (stereo not given)
→ -0.9	0.1	2.0	0.2	1.7	-3.2	-6.7	-0.1	4.2
34	CC(C)NC(=O)[C@H](CSCc1ccccc1)N1Cc2ccccc2C1=O
→ -0.5	-3.0	-2.1	2.0	3.7	-3.2	-5.8	0.2	-3.7
35	O=C(CN1C(=O)NC2(CCCCC2)C1=O)N1CCN(S(=O)(=O)c2cccc(F)c2)CC1
→ 6.3	-0.5	0.3	-1.9	-9.4	-3.9	2.5	0.0	17.2
36	Cc1ccc(C(=O)C2C(c3ccc(-c4ccccc4[N+](=O)[O-])o3)NC(=O)NC2(O)C(F)(F)F)cc1 (stereo not given)
→ -1.6	2.9	2.0	1.4	3.4	3.0	-2.6	0.0	-4.0
37	Cn1c(C(=O)OC(C(=O)NCC2CCCO2)c2cccnc2)cc2sccc21 (stereo not given)
→ 5.2	-0.7	1.3	-1.5	1.0	-1.6	3.2	-0.1	-0.3
38	Nc1cccc(/C=C/c2ccncc2)c1
→ 0.9	-2.5	-5.4	-0.1	13.3	-4.3	0.1	0.1	0.9
39	CCOC(=O)N1CCC(NC(=O)c2cc(C(=O)NCc3cccc(Cl)c3)ccc2CO)CC1
→ 3.1	-2.4	-1.9	3.0	-9.7	-0.5	-3.3	0.0	2.6
40	CCOC(=O)c1ccc(NC(=O)C2=C(C)Nc3nc(CCCO)nn3C2c2cccc(C)c2)cc1 (stereo not given)
→ -5.7	2.6	4.6	1.4	-2.4	-5.0	10.2	0.2	-0.8

Ordered by count of non-hydrogen atoms (smallest number first): some entries from above.
Under each structure: LYPLA2 inh	TPT1 inhibitor	Fh CTSL1 inh	PP5 inh	core dimer inh	PP1 inh	PREPL inh	Efflux pump mplx	JMJD2C inh
31	O=C(CNC(=O)c1cccs1)Nc1ccncc1
→ -3.0	-1.4	-1.7	-1.4	0.1	-5.2	-4.9	0.1	-5.0
22	CC1CN(C(=O)c2ccccc2Oc2ccccc2)CC(C)O1 (stereo not given)
→ 3.3	-3.1	-2.3	1.5	-0.8	1.7	1.5	0.0	14.7
37	Cn1c(C(=O)OC(C(=O)NCC2CCCO2)c2cccnc2)cc2sccc21 (stereo not given)
→ 5.2	-0.7	1.3	-1.5	1.0	-1.6	3.2	-0.1	-0.3

New compounds follow.
Under each structure: LYPLA2 inh	TPT1 inhibitor	Fh CTSL1 inh	PP5 inh	core dimer inh	PP1 inh	PREPL inh	Efflux pump mplx	JMJD2C inh
41	Cc1ccc(NC(=O)CSc2nc3[nH]c(=O)cc(O)c3s2)c(Br)c1
→ -5.9	x	x	0.2	x	4.0	1.0	-0.3	6.1
42	Cc1ccc(C(=O)C(OC(=O)COc2ccccc2C)c2ccccc2)cc1 (stereo not given)
→ 6.5	-3.3	-36.0	4.7	-4.2	4.5	4.2	-0.2	-1.1
43	Cc1cccc(OCC(=O)N2CCN(C(=O)Cc3ccccc3)CC2)c1
→ 7.9	-2.5	-1.7	-0.8	-3.3	-0.5	-4.4	0.0	5.6
44	CCn1c(=O)cc(OCC(=O)NCCc2ccc(OC)c(OC)c2)c2ccccc21
→ 0.8	-1.9	0.0	0.3	7.4	-1.6	-3.4	0.0	12.9
45	CCOCCn1c(=O)c2c(nc3n2CC(C)CN3Cc2ccccc2)n(C)c1=O (stereo not given)
→ -0.5	0.2	2.0	-0.7	0.1	-4.5	15.9	0.0	0.6
46	CCOc1ccc(-c2nnn(CC(=O)c3ccc4c(c3)OCCO4)n2)cc1
→ -5.0	-1.5	2.0	1.8	13.9	-0.7	-1.5	0.0	-13.8
47	CC(C)N(C(=O)CSc1nc2ccccc2n1Cc1ccc(F)cc1)C(C)C
→ 4.6	-0.9	0.5	5.9	13.6	-1.5	2.4	0.2	-4.0
48	COC(=O)N/N=C/c1c(C)nn(-c2cccc(Cl)c2)c1Cl
→ 0.5	-4.9	-1.6	2.7	1.2	-1.5	-7.0	-0.1	1.7
